ELG1 repair inh: ELG1-dependent DNA repair inhibition; Potency, µM (top dose mostly 46.1 µM), for inactives: at the highest dose activity change, negative = inhibition, actives largely listed as inhibitors; HEK293T ELG1-luciferase reporter, luminescence, 16 h; DNA damage induced by 5-fluorouridine; hit rate 2.3% among 330,000; also: potency is read from the fitted curve at half-maximal effect; % is scaled to controls: 0 for no effect and ±100 for the full control effect; nearly all actives have a fitted effect of over 55% in size
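Quantitative HTS, concentration-response format. 2,000 cells/well co-treated with 5-fluorouridine and compound, 16 hr in 5% CO2 at 37 °C; ONE-Glo luminescence read after 30 min.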
MLL CXXC-DNA inh: inhibitors of human MLL CXXC domain-DNA interaction | Q03164 | MLL-CXXC / FITC-HOXA9 DNA fluorescence polarization | hit rate 0.037% among 290,000 | Potency, µM (titrated, usually from 115 µM), for inactives: at the top dose activity change, negative = inhibition, hits mostly inhibitors; active = well fitted inhibition curve with a large enough effect in the polarisation, with a control signal flat, not every such curve was filed as active; inconclusive = small, poorly fitted or top-dose-only effect, or effect the other way, or a change in a side signal; inactive = no such curve, though single readings can be large or run the other way; the % refers to the polarisation; also: potency is read from the fitted curve at half-maximal effect
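Fluorescence polarization: 7 uM MLL-CXXC (stock) preincubated 5 min with compounds, then 50 nM fluorescein-HOX-A9 DNA (stock) added; 30 min ambient. Buffer 50 mM Tris-HCl pH 7.5, 50 mM NaCl, 1 mM DTT, 0.05% BSA.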
a7 integrin act: integrin-mediated muscular dystrophy alleviation activation; alpha7betagal myoblasts, beta-gal FDG fluorescence, 48 h; hit rate 0.064% among 350,000; Potency, µM (doses to about 38.3 µM), inactives show at the highest dose activation, hits mostly activators;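 also: potency is read from the fitted curve at half-maximal effect; 100% = response of the positive control SU9516; nearly all actives have a fitted effect of over 60% in size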
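Alpha7betagal+/- myoblasts (passage 13) were plated 16-24 hr, then exposed to compounds (1:260 dilution of DMSO stock) for 48 hours at 37C. After MPER lysis, β-galactosidase reporter activity was read as FDG fluorescence (ex 480/em 540) after 30 minutes.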
p53 reactivation: restores transcriptional activity of mutant p53; AID 504706; H1299 p53-A138V BP100-luciferase reporter, luminescence, 24 h; Potency, µM (series often up to 92.2 µM), inactives show at the highest dose activity change, positive = activation, actives largely listed as activators; hit rate 0.063% among 320,000; also: potency is read from the fitted curve at half-maximal effect; % of control where 0% means no effect; nearly all actives have a fitted effect of over 45% in size
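H1299 (p53-null), stable ts p53-A138V + BP100-Luc; 1000 cells/well, Opti-MEM/10% FBS; cpd 4 pt, 1:5; 24 h, 37 deg C, 5% CO2; detection reagent 10 min RT; luminescence.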
TSG101-PTAP inh: blocks PTAP/TSG101 interaction to inhibit HIV-1 budding. 340,000 tested, under 10 active. Fluorescence polarization, FITC-PTAP peptide / Tsg101 binding. Q99816. Potency, µM (titrated, usually from 115 µM), for inactives: top-dose activity change, negative = inhibition, most hits filed as inhibitors. AID 493005; active = well fitted inhibition curve with a large enough effect in the main read-out, with a control signal flat, not every such curve was filed as active; inconclusive = small, poorly fitted or top-dose-only effect, or effect the other way, or a change in a side signal; inactive = no such curve, though single readings can be large or run the other way; also: potency is read from the fitted curve at half-maximal effect; % of control where 0% means no effect
Target sequence (Q99816 whole entry, looked up): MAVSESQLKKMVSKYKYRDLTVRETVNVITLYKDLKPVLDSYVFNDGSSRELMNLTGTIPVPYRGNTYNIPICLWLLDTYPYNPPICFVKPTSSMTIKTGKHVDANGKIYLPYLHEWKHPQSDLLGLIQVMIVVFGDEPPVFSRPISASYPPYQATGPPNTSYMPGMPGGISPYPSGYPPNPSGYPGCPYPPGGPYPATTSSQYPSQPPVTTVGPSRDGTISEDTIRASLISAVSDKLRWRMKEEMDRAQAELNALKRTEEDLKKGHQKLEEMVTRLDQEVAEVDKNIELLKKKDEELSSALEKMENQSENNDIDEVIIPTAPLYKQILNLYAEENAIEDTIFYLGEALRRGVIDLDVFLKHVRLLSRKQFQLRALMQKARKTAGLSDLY
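Fluorescence polarization binding of Tsg101 binding domain (10 uM final) to FITC-labeled PTAP peptide (50 nM final) in HEPES pH 7.5 buffer with NaCl, Tween 20, EDTA, TCEP. Compounds added before peptide; binding 20 min at RT.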
A-T KAP1 phos: potential ataxia-telangiectasia treatment. Potency, µM (doses to about 57.5 µM), for the others: top-dose activation, actives largely listed as activators. […] A-T fibroblasts, KAP-1 phosphorylation AlphaLISA; neocarzinostatin DNA damage 30 min before lysis. hit rate 0.19% among 320,000. AID 485349; also: potency is read from the fitted curve at half-maximal effect; % of control where 0% means no effect; nearly all actives have a fitted effect of over 45% in size
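ATM-like activity read as KAP-1 phosphorylation via AlphaLISA donor/acceptor antibody pairs after lysis and 6 hr at 25C. Cells were ATM-null patient fibroblasts ([…], hTERT), dosed 60 min, then exposed to the DSB inducer NCS for 30 min.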
TRPV1 ag: human TRPV1 agonism. Q8NER1. TRPV1-expressing cells, Fluo-8 calcium influx, agonist mode. activation, % at 8.33 µM. hit rate 0.19% among 320,000; in the data active = activation above about 80%; inconclusive = between about 30% and that limit; also: 0% is about no effect
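TRPV1-expressing cells were cultured overnight at 35.5C and loaded with Fluo-8 calcium dye for 40 to 90 min at room temperature. After a 10 s baseline, compound was added and calcium influx was read kinetically for 3 min (ex 480/em 520 nm).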
TCR activator: T cell receptor activation; 330,000 tested, under 10 active; Potency, µM (top dose mostly 9.22 µM), without a hit: at the highest dose activation of IL-2 secretion, most hits filed as activators; primary human leukocytes, anti-CD3, IL-2 HTRF, 48 h; also: % of control where 0% means no effect
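TCR engagement came from a-CD3 beads alone, with compounds added to primary human leukocytes for 48 hr. Secreted IL-2 bridged europium cryptate- and d2-labelled anti-IL-2 antibodies, giving FRET emission at 665nm after 320nm excitation.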
BRCA1 expr act: increases BRCA1 expression. MCF7-BRCA1-FFLuc reporter, luminescence, 48 h; response scale: scaled: vehicle 0%, 10 µM genistein 100%. Potency, µM (highest dose often 46.1 µM), inactives show top-dose activation, actives largely listed as activators. hit rate 1.1% among 380,000. AID 624202; also: potency is read from the fitted curve at half-maximal effect; nearly all actives have a fitted effect of over 80% in size; some results filed as inactive show a strong effect at the top dose
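MCF7-BRCA1-FFLuc cells, 2000/well in phenol-red-free MEM, attached 2 h then treated 48 h at 37 C. Luciferase luminescence read 15 min after reagent; normalized to genistein maximum activation (10microM) and DMSO, concentration-response fitted.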
B2AR arrestin: agonists driving beta-arrestin recruitment to human beta2-adrenergic receptor | P07550 | beta-arrestin recruitment to beta2AR, cell-based reporter | Potency, µM (highest dose often 46.1 µM), inactives show at the top dose activation, actives largely listed as activators | hit rate 0.02% among 330,000;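 also: potency is read from the fitted curve at half-maximal effect; 0% = DMSO controls and full agonism = EC100 isoproterenol or metaproterenol; nearly all actives have a fitted effect of over 65% in size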
Target sequence (P07550 whole entry, looked up): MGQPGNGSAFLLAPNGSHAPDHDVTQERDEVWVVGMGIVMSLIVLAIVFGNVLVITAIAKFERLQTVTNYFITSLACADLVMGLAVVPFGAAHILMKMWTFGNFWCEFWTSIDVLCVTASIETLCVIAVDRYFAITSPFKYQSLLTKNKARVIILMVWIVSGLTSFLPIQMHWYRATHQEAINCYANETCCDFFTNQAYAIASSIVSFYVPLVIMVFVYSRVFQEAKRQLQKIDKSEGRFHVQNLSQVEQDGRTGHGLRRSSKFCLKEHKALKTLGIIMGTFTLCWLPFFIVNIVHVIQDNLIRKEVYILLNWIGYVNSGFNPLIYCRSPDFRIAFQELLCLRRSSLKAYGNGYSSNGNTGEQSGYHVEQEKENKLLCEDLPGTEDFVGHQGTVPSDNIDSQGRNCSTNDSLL
The depositor's hits bear a star; u = inconclusive; x = no result given; [ ] = dose if it differs, or a comment. Unless noted, calls follow the shape of the dose curve; as a rule, active = well fitted curve in the direction sought with a large enough effect; inconclusive = small, poorly fitted or top-dose-only effect, or another doubt; inactive = no such curve, though single readings can be large; an effect the other way counts as inactive or inconclusive. Outcome played no part in choosing rows; 3.8% or so of the library scored in one or more.

mol	BRCA1 expr act	p53 reactivation	B2AR arrestin	ELG1 repair inh	A-T KAP1 phos	TRPV1 ag	a7 integrin act	MLL CXXC-DNA inh	TCR activator	TSG101-PTAP inh
COc1ccc(C)cc1N(C)C(=O)c1coc(=O)c2ccccc12	11%	18%	-0.2%	-7%	x	-1	12%	-4%	3%	-2%
Cc1ccc(C(=O)NNC(=O)/C=C\C(=O)O)cc1	22%	15%	0.0%	u	8%	u	u	-7%	2%	1%
Cc1ccc(OCc2cc(C(=O)N3CC4C[C@@H]5CC3C[C@H](C4)C5)no2)cc1C	u	28µM*	0.3%	u	1%	22	-11%	12%	6%	1%
COc1ccccc1-c1cc(SC)c(C#N)c(=O)o1	-64%	-34%[inhibitor]	8.9%	u	-3%	0	-21%	0%	-4%[46.1 µM]	-10%
COc1ccc(S(=O)(=O)Nc2cccnc2)c(C)c1C	10%	x	-1.2%	-1%	-1%	1	-11%	8%	4%	-2%
O=C(OCc1ccccc1)/C(=C/c1ccccc1Cl)NC(=O)c1ccco1	-42%	-10%	0.8%	12%	7%	19	-16%	-2%	-1%	-4%
Cc1ccc(P(=O)(CSC(=N)N)c2ccc(C)cc2)cc1	-56%	-22%	1.5%	u	3%	-3	-14%	-11%	-2%[46.1 µM]	-4%
Cc1occc1-c1nnc(SCC(=O)NC2CCCCC2C)o1 (stereo not given)	2%	14%	0.0%	u	0%	-9	1%	x	5%	0%
Cc1ccc(-n2c(SCc3nnc4n3CCC4)nnc2-c2ccccc2)cc1	14%	-1%	0.1%	15%	-5%	2	-22%	-2%	-1%	-7%
CSc1nc2[nH]ncc2c(=O)[nH]1	-3%	-6%	0.5%	-4%	1%	-3	-1%	5%	-5%[46.1 µM]	2%
CC#CC[N+](C)(C)CCCCCCCCCC	-44%	-3%	-0.2%	u	u	-8	-63%[inhibitor]	-4%	-3%	-1%
Clc1ccccc1-c1nnc2sc(-c3cccs3)nn12	-41%	-4%	0.5%	-19%	-2%	27	15%[7.66 µM]	11%	x	-1%
Cc1ccc(NC(=O)c2cccnc2C(=O)Nc2ccc(C)cc2)cc1	-1%	0%	0.0%	9%	2%	4	u	16%	-3%	-1%
Cc1ccc(S(=O)(=O)Nc2cccc(-c3ccc(N4CCCCCC4)nn3)c2)c(C)c1	u	20%	-0.6%	u	-2%	1	3%	-2%	0%	-5%
CCOC(=O)C1CCN(C(=O)c2ccccc2CCc2ccccc2)CC1	1%	x	0.2%	1%	-4%	14	-19%	12%	x	-6%
O=C(N/N=C/c1cccnc1)c1cccs1	-14%	10%	2.8%	u	-3%	-4	29%	-2%	-6%	-1%
C/C(=N\NC(=O)c1ccc(-n2cnnn2)cc1)c1ccc(C)cc1	-19%	-3%	-0.1%	-6%	-1%	14	16%	x	-2%	-4%
O=C(CSc1nnc(-c2ccccc2O)o1)N1CCc2ccccc2C1	3%	-1%	-0.2%	-29%	x	-2	-30%	-4%	-2%	-7%
O=c1[nH]c2ccccc2c(O)c1SCCO	-3%	0%	-0.7%	2%	0%	-4	-4%	-8%	-24%	-6%
CC1CCCN(S(=O)(=O)c2cccc3nonc23)C1 (stereo not given)	11%	6%	-0.2%	9%	8%	1	14%	15%	11%	0%
CC(C)CNC(=O)C1CCCN(S(=O)(=O)c2ccc(-n3cnnn3)cc2)C1 (stereo not given)	-23%	0%	0.3%	-9%	6%	-6	7%	-5%	-8%	1%
Cc1ccc(S(=O)(=O)N2CCC(C(=O)NCc3ccncc3)CC2)cc1	1%	-2%	-0.2%	-3%	6%	1	-2%[7.66 µM]	17%	3%	-2%
Cc1cc(=O)[nH]c(SCC(=O)Nc2ccccc2[N+](=O)[O-])n1	4%	-3%	-0.9%	0%	-1%	-1	-32%	-5%	1%	-2%
Cc1ccc(O)c(NC(=O)CCCC(=O)O)c1	7%	0%	-0.2%	2%	5%	1	-10%	-3%	-16%	-8%
O=C(O)C1CCN(S(=O)(=O)c2ccc(Oc3ccccc3)cc2)CC1	6%	-7%	-0.4%	-1%	0%	7	-26%	-12%	-3%	-3%
O=C(Cc1ccccc1)NC(NCCCN1CCOCC1)(C(F)(F)F)C(F)(F)F	-12%	2%	-2.0%	-1%	8%	1	2%	0%	-4%	-3%
C=CCn1c(SCC(=O)Nc2ccc(C(=O)O)cc2)nnc1-c1cccnc1	4%	4%	0.0%	21%	-9%	0	-31%	-10%	-1%	-2%
Cc1csc(=O)n1CCC(=O)OCC(=O)c1ccc(Br)cc1	4%	20%	-0.2%	16%	3%	12	-2%	x	9%	-1%
CCCCNC(=O)c1nc2ncc(Br)cn2n1	29%	12%	-0.3%	7%	5%	3	2%	-2%	0%	-5%
CCCCN(C)C1CCN(C(=S)Nc2ccc(OCC)cc2)CC1	-16%	3%	-1.6%	-14%	7%	1	15%	18%	-4%	0%
CCOc1ccc(S(=O)(=O)N2CCN(S(=O)(=O)c3ccc(C(C)=O)cc3)CC2)cc1	14%	16%	-0.2%	u	-3%	-1	6%	1%	-3%	1%
C=CCNC(=S)N/N=C(\C)c1cccnc1	-3%	-5%	u	3%	-6%	-1	-5%	-3%	0%	2%
COc1ccc(C2CC(c3ccccc3Br)=NN2c2ccc(S(N)(=O)=O)cc2)cc1 (stereo not given)	-34%	-8%	1.7%	-16%	9%	x	26%	x	-2%[46.1 µM]	-3%
COc1ccccc1N1CCN(C2CCN(C(=O)COc3ccccc3)CC2)CC1	0%	2%	0.1%	0%	6%	-2	12%	15%	0%	-9%
CC(C)C(=O)NS(=O)(=O)c1ccc(NS(C)(=O)=O)cc1	9%	2%	0.6%	-18%	-9%	2	-20%	-5%	-5%	-3%
CCn1c2ccccc2c2cc(CN3CCN(S(C)(=O)=O)CC3)ccc21	-37%	-8%	-0.6%	u	1%	1	8%	7%	3%	-2%
CN(NC1OC(=O)c2ccccc21)c1ccccc1[N+](=O)[O-] (stereo not given)	-8%	2%	-0.4%	12%	0%	-3	-7%	5%	1%	-2%
CC(NC(=O)CN(C)Cc1cccs1)c1ccccc1 (stereo not given)	4%	-5%	-0.2%	-6%	-4%	u	11%	1%	x	-3%
COC(=O)c1sc(S(=O)(=O)Oc2ccccc2NC(C)=O)c(C(=O)OC)c1C	-31%	4%	-0.5%	-2%	7%	-1	-46%[inhibitor]	x	-12%	0%
CC(Oc1cccc(Cl)c1)C(=O)N1CCCN(C)CC1 (stereo not given)	1%	9%	-0.5%	-4%	-3%	6	1%	-3%	4%	-11%
CC(C)c1nc(CNC(=O)C2CCC(=O)N(Cc3ccc(Cl)cc3)C2)no1 (stereo not given)	12%	-1%	0.1%	9%	-9%	-6	-1%	12%	-3%	3%
Cc1cccc(-n2c(C)cc(/C=C3\C(=N)N4N=C(CC(C)C)SC4=NC3=O)c2C)c1	-59%	8%	-0.1%	5%	-4%	0	-5%	1%	4%[46.1 µM]	0%
O=C(O)Cc1ccc(C(=O)c2ccccc2)s1	16%	5%	-0.9%	u	2%	-2	16%	u	8%	-5%
CC(NC(=O)Nc1cccc(F)c1)c1ccc2c(c1)OCO2 (stereo not given)	8%	-4%	0.8%	-10%	6%	u	7%	u	-6%	-6%
COC(=O)Nc1ccc(S(=O)(=O)N2CCCc3ccccc32)cc1	-72%	12%	-0.1%	1%	-6%	0	-22%	u	-3%	-5%
Cn1ccc(C(=O)OCC(=O)Nc2cccc(Cl)c2)n1	1%	3%	0.1%	25%	1%	0	-18%	-2%	-11%	0%
O=C(CCS(=O)(=O)c1ccccc1)N1CCOCC1	75%	15%	-0.1%	u	4%	0	-3%	1%	5%	-2%
COc1ccc(NS(=O)(=O)c2cccc(C(=O)NN=Cc3ccc(OC)cc3OC)c2)cc1	15%	0%	-0.9%	2%	8%	x	-17%	x	-5%	-4%
COc1cccc(CNc2ccc(F)c(Cl)c2)c1	13%	0%	0.0%	u	6%	0	-4%	12%	0%	-3%
COc1cccc(CC(=O)Nc2nc3ccccc3[nH]2)c1	32%	-2%	0.1%	0%	-4%	6	-1%	9%	-3%	0%
CCOC(=O)N1CCN(C(=O)C2CCN(S(=O)(=O)c3ccc(OC)cc3)CC2)CC1	-13%	-1%	-0.6%	-22%	4%	1	-4%	-8%	-3%	-2%
